H69AR inhibit: proliferation blockers of H69AR lung cancer cells, primary screen, cell-based, human, 86K library. 6% of 85,000 active. H69AR lung tumor viability, ATP luminescence, 72 h; hits give low values. AID 598, 2007. viability, % at 10 µM;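 active = viability at or below 40%; inactive = viability above 40%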;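 also: multidrug resistant small cell line overexpressing MRP-1 efflux transporter; 100% = mean luminescence of untreated control wells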
sEH act: soluble epoxide hydrolase activators, primary screen, biochemical, human sEH; purified human sEH enzymatic activity, activator screen; activation, % at 2 µM; 0.04% of 91,000 active; AID 717, 2007; in the data active = activation above about 37%; also: values of inactives mirror those of a sister screen read the other way
Target sequence (P34913 whole entry, looked up): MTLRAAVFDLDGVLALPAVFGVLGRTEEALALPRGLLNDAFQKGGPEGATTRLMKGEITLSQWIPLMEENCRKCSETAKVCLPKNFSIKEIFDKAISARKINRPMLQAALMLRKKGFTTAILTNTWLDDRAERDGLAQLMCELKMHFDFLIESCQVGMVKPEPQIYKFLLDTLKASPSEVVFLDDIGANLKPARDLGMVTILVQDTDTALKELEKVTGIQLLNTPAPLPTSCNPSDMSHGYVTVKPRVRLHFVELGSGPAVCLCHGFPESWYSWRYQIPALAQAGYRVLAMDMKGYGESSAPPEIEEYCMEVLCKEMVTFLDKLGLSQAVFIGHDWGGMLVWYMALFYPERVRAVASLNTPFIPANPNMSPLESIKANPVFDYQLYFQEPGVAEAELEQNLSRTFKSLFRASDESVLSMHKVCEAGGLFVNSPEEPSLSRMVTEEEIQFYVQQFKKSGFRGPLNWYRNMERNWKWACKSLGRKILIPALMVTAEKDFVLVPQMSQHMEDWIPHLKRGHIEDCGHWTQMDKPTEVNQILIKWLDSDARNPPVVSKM
PostGolgi ctrl: growth inhibition of yeast control strain, primary screen, counter-screen for post-Golgi transport modulator project | efflux-deficient yeast background strain, growth absorbance A615, 16 h | AID 738, 2007 | 5% of 98,000 active | inhibition, % at 10 µM; in the data active = inhibition above about 30%
S1P2 antag: human S1P2 receptor antagonists, primary screen, cell-based; Sphingosine 1-phosphate receptor 2 (Homo sapiens), O95136; cell-based S1P2 antagonist assay, inhibition at 5 uM; inhibition, % at 5 µM; 0.21% of 97,000 active; in the data active = inhibition above about 45%;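 also: CRE beta-lactamase reporter cells expressing human S1P2 stimulated with S1P; 0% = agonist at EC80 alone and 100% = agonist plus reference antagonist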
Target sequence (O95136 whole entry, looked up): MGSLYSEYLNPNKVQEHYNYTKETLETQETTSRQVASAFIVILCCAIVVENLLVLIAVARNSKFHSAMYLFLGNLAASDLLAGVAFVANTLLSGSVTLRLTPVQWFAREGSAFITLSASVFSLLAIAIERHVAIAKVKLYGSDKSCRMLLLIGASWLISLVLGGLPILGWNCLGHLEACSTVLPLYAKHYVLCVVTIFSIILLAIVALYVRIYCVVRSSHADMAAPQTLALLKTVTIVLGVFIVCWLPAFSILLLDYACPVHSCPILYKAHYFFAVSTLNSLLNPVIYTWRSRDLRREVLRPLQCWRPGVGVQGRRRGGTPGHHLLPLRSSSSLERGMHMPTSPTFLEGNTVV
sEH inh: soluble epoxide hydrolase inhibitors, primary screen, biochemical, human sEH. inhibition, % at 2 µM. 0.34% of 91,000 active. Bifunctional epoxide hydrolase 2 (Homo sapiens), P34913. recombinant human sEH enzymatic activity assay; in the data active = inhibition above about 80%; also: values of inactives mirror those of a sister screen read the other way; many of its hits are not listed in these tables
LYP act: LYP phosphatase activators, primary screen, biochemical, DiFMUP fluorescence, 2 µM. Tyrosine-protein phosphatase non-receptor type 22 (Homo sapiens), Q9Y2R2. recombinant LYP; 0 = plate median, 100 = signal doubled. activation, % at 2 µM. 0.11% of 96,000 active. AID 697, 2007;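 active = activation at 2 µM above a set limit, the mean plus 5 SD, cut at about 37% in these data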
Fibroblast inh: antiproliferative effect on LL 47 fibroblasts – human, LL 47 cells, CellTiter-Glo luminescence, primary screen | LL 47 human lung fibroblast viability, ATP luminescence; hits give low values | viability, % at 10 µM | 1.1% of 85,000 active | AID 719, 2007;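 active = viability at or below 50% in the single dose screen; inactive = viability above 50%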;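 also: compound exposure lasted 72 h before the ATP readout; 100% = median luminescence of untreated cell-only wells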
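Material: Human LL 47 lung fibroblast cells | Input: 1,150 cells/well | Buffer or medium: IMEM plus 15% FBS | Compound dosing: 0.1% DMSO in all compound wells | Times: Overnight cell rest, 72 h compound treatment at 37 °C | Signal: CellTiter-Glo luminescence measuring cellular ATP | Measure: % viability versus median cells-only luminescence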
HUVEC inhibit: inhibitors of HUVEC proliferation, primary screen, cell-based, 384-well; AID 648, 2007; viability, % at 10 µM (by protocol); CellTiter-Glo luminescence, 72 h; hits give low values; 1.1% of 86,000 active;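 active = viability at or below 30%; inactive = viability above 30%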;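 also: 100% = median luminescence of DMSO-only cell control wells on each plate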
S1P2 ag: S1P2 receptor agonists, primary screen, cell-based; activation, % at 4.5 µM; Sphingosine 1-phosphate receptor 2 (Homo sapiens), O95136; S1P2-expressing cell line, agonist reporter read-out; AID 729, 2007; 0.46% of 97,000 active; in the data active = activation above about 16%;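 also: 0% = vehicle low control and 100% = maximal reference agonist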
* = called active by the depositor; x = no result given.

SMILES | H69AR inhibit | sEH act | PostGolgi ctrl | S1P2 antag | sEH inh | LYP act | Fibroblast inh | HUVEC inhibit | S1P2 ag
c1ccc(Cn2c(NCc3ccco3)nc3ccccc32)cc1 | 89 | 11 | -2 | 17 | -9 | 7 | 95 | 97 | -8
COc1ccc(C(=O)Cn2nnc(-c3ccccc3F)n2)cc1 | 92 | 5 | 17 | 22 | -5 | -2 | 108 | 100 | 1
Cc1cnc(NC(=O)CSc2nnc(CNc3ccc(F)cc3)n2CC2CCCO2)s1 (configuration not stated) | 87 | 0 | -13 | 24 | 1 | -9 | 85 | 93 | -2
Cc1noc(NS(=O)(=O)c2ccc(N/C=C/C(=O)c3ccncc3)cc2)c1C | 96 | 9 | 5 | -3 | -12 | -5 | 99 | 82 | -2
CC1Cc2nc(SCC(=O)N3CCCc4ccccc43)n(C)c(=O)c2S1 (configuration not stated) | 59 | 2 | 20 | 20 | -2 | 0 | 85 | 85 | -6
COc1cc(CC(=O)OCC(=O)Nc2ccc(S(=O)(=O)N3CCCC3)cc2)cc(OC)c1OC | 97 | -21 | 26 | 10 | 21 | 0 | 99 | 89 | -6
COc1ccc(C(C)=O)cc1CN1C(=O)NC2(CCCCCC2)C1=O | x | 15 | 0 | -11 | -12 | -4 | x | x | -2
Cc1cccc(N2C(=O)c3cccnc3C2=O)c1 | 92 | -2 | 10 | -1 | 1 | 4 | 104 | 96 | -4
O=[N+]([O-])c1ccc(/C=N/n2c(COc3ccccc3)n[nH]c2=S)cc1 | x | -9 | -6 | 5 | 10 | -19 | x | x | -2
Cc1nc(SCc2ccc([N+](=O)[O-])cc2)nc2ccccc12 | x | 12 | 0 | -26 | -12 | 6 | x | x | -4
Cc1ccc(-c2nnc(SCC(=O)N3CC(C)CC(C)C3)o2)cc1C (configuration not stated) | 85 | x | 15 | x | x | x | 105 | 103 | x
CCOC(=O)c1cnc2c(N=Nc3cccc(Cl)c3)c(N)nn2c1N | x | 7 | 6 | -4 | -1 | 1 | x | x | -11
O=C(NCc1ccc(F)cc1)c1cc2sccc2n1Cc1ccc(F)cc1 | 51 | 1 | x | 6 | 0 | 7 | 96 | 71 | -4
COc1ccc(NC(=S)Nc2ccc3nc(C)c(C)nc3c2)cc1 | x | 2 | 6 | 8 | -1 | -5 | x | x | 0
O=C(N/N=C/c1ccc(Cl)cc1)c1cc2c(s1)-c1ccccc1CC2 | x | 6 | -6 | 10 | -4 | -3 | x | x | -5
Cc1c(Cl)cccc1NC(=S)NCc1ccccc1 | x | 0 | x | 23 | -3 | -5 | x | x | -6
CCOc1ccc2nc3c(cc2c1)CN(CCCO)C(=NCCOC)S3 | 41 | -2 | 27 | 14 | 0 | 17 | 97 | 90 | -3
CCCn1c(SCC(=O)c2ccc3c(c2)OCCO3)nnc1-c1ccco1 | 92 | 1 | 19 | 6 | -1 | 6 | 96 | 86 | 0
CC1CCCN(C(=O)C2CCN(CC(C)c3ccccc3)CC2)C1 (configuration not stated) | 103 | 16 | x | -4 | -10 | 2 | 93 | 101 | -8
Cc1nnc(SCC(=O)Nc2sc3c(c2C(N)=O)CCCC3)[nH]c1=O | 91 | x | 10 | 13 | x | -11 | 102 | 86 | -2
O=C(CCC(=O)c1cccs1)NCc1ccccc1 | 92 | -8 | -10 | 13 | 6 | -3 | 103 | 94 | -5
CCN1CCN(C(c2cccs2)C(C)NC(=O)c2ccco2)CC1 (configuration not stated) | 100 | -4 | 7 | 18 | 4 | 3 | 110 | 98 | -3
COc1ccc(C2c3c(ncn(CCN4CCOCC4)c3=N)Oc3ccc4ccccc4c32)cc1OC (configuration not stated) | 1.9* | 1 | -3 | -20 | 0 | 18 | 89 | 71 | -4
O=C(CNC(=O)c1ccco1)NCC(=O)OCc1cccc(C(=O)Oc2ccccc2)c1 | 90 | 1 | 28 | 20 | -7 | -2 | 96 | 82 | -2
CCS(=O)(=O)N1CCCC(C(=O)NCc2cccc(OC)c2)C1 (configuration not stated) | 91 | -8 | -2 | -8 | 11 | 11 | 94 | 96 | 0
CC1CCC(=C(C#N)c2nc(-c3cc4ccccc4oc3=O)cs2)CC1 (configuration not stated) | x | 1 | 7 | 12 | -3 | -11 | x | x | -8
Cc1ccc(CNc2oc(-c3ccco3)nc2C#N)cc1 | 83 | -8 | 8 | 1 | 6 | -5 | 96 | 105 | -3
Cc1c(NS(=O)(=O)c2ccc(Br)s2)c(=O)n(-c2ccccc2)n1C | 93 | 19 | -1 | -5 | -21 | -2 | 98 | 98 | -2
COc1ccc(CCNC(=O)C23CN(Cc4ccccc4)CC2C(c2ccc([N+](=O)[O-])cc2)=NO3)cc1 (configuration not stated) | x | -15 | 5 | -2 | 13 | -7 | x | x | -2
OCCCCNCc1ccc(OCc2ccccc2Cl)cc1 | x | -3 | 5 | 10 | 2 | -11 | x | x | -3
COc1cc(C(=O)NC(=S)Nc2cccc(-c3cc4ccccc4oc3=O)c2)cc(OC)c1OC | x | 19 | 4 | -11 | -18 | 9 | x | x | 0
CCNS(=O)(=O)c1ccc(NC(=O)c2ccccc2OCC)cc1 | 94 | 11 | 19 | -30 | -8 | -8 | 98 | 97 | -1
O=C(CC(SCCO)c1ccc2c(c1)OCO2)c1cccs1 (configuration not stated) | 4.3* | 0 | 15 | 1 | -1 | -2 | x | 95 | -2
COc1ccc(C2CC(C(F)(F)F)n3nc(C(=O)O)c(Br)c3N2)cc1 (configuration not stated) | 93 | 0 | 8 | 1 | 2 | 4 | 105 | 94 | -3
COC(=O)C(C#N)C(=C1C(=O)CC(C)(C)CC1=O)c1ccc(O)cc1 (configuration not stated) | x | 8 | 14 | -16 | -5 | 7 | x | x | -3
CCOCC(=O)Nc1sc2c(c1C(=O)OCC)CCCC2 | 99 | -8 | 16 | -33 | 11 | -6 | 100 | 96 | -6
O=C1NC2(CCCCC2)Oc2ccccc21 | 101 | x | 0 | 8 | x | 3 | 97 | 96 | -2
Cc1c(NC(=O)CN2C(=O)C3C4C=CC(C4)C3C2=O)c(=O)n(-c2ccccc2)n1C (configuration not stated) | 96 | x | 1 | -8 | x | 5 | 92 | 75 | -3
Cc1cc(C)nc(SCC(=O)N2CCCCC2)n1 | 96 | -7 | 3 | 20 | 8 | 2 | 105 | 102 | -4
CC(=O)Nc1ccc(C(=O)N(C)c2ccccc2)cc1 | 94 | -2 | 1 | -6 | -2 | -12 | 99 | 99 | -5
CN(C1CCS(=O)(=O)C1)S(=O)(=O)c1cccc2nsnc12 (configuration not stated) | 87 | 9 | -7 | -13 | -11 | -2 | 94 | 89 | 4
Cc1ccc(-c2nc3ccccc3s2)cc1S(=O)(=O)N1CCCC1 | 32* | 5 | 31* | -8 | -5 | -7 | 97 | 108 | -5
Cc1ccc(NS(=O)(=O)c2ccccc2)c2c1CC(C)(C)O2 | 88 | -7 | -9 | 3 | 10 | -2 | 105 | 102 | -2
CN(C)CCCn1c(NC(=O)C2CCCCC2)nc2ccccc21 | 63 | 13 | 1 | 13 | -10 | -13 | 89 | 84 | -7
COc1ccc(C2=NOC(C(=O)Nc3ccc(C)cc3)C2)cc1OC (configuration not stated) | 96 | 0 | 2 | 3 | 0 | 0 | 80 | 99 | -4
Cc1ccc(CC2S/C(=C(/C#N)C(=O)NCc3ccco3)N(c3ccccc3)C2=O)cc1 (configuration not stated) | 54 | -8 | 15 | 10 | 7 | -12 | 92 | 65 | -4
O=C(NCC1CCCO1)C1CCN(S(=O)(=O)c2cccc3nonc23)CC1 (configuration not stated) | 99 | -10 | 0 | -5 | 12 | -1 | 103 | 100 | -6
Clc1ccc(OCc2nn3c(-c4ccco4)nnc3s2)cc1 | 84 | -5 | 18 | 1 | 6 | -3 | 105 | 109 | -10
Cc1ccc(S(=O)(=O)c2cc3c(=O)n4ccccc4nc3n(C)c2=N)cc1 | 60 | x | 32* | x | x | x | 81 | 97 | x
COc1ccc2nc(SCC(=O)Nc3ccccc3C)[nH]c2c1 | 69 | -2 | 3 | -11 | 4 | -1 | 103 | 110 | -3
Remaining list, next part
SMILES | H69AR inhibit | sEH act | PostGolgi ctrl | S1P2 antag | sEH inh | LYP act | Fibroblast inh | HUVEC inhibit | S1P2 ag
CCCCn1nc2cc(C(=O)NCC3CC3)ccc2c1OCC | x | -2 | 7 | -1 | 6 | -7 | x | x | -5
CCOC(=O)c1c(C)[nH]sc1=S | x | 1 | 13 | 15 | -3 | -5 | x | x | -3
COc1ccc(NC(=O)C(c2ccc(C)cc2)N(C)C(=O)c2cnccn2)cc1 (configuration not stated) | 97 | x | 8 | x | x | x | 104 | 90 | x
CCOC12NC(=O)CC(=O)N1C(c1ccccc1)=CS2 (configuration not stated) | 88 | x | -1 | x | x | x | 92 | 93 | x
COC(=O)/C(=C/Nc1cccc2ccccc12)[N+](=O)[O-] | 27* | 9 | 2 | -17 | -12 | -5 | 92 | 74 | -6
O=C(Nc1ccccn1)C1(c2ccccc2)CCCC1 | x | 1 | 1 | -4 | -3 | 2 | x | x | -2
COCc1n[nH]c(=S)n1-c1ccccc1 | 101 | -6 | 7 | -16 | 0 | 5 | 103 | 100 | -5
C=C(C)COc1ccc(-c2nc(N)ncc2Oc2ccccc2OC)c(O)c1 | 81 | 8 | 20 | -3 | -8 | 1 | 90 | 95 | -11
Cc1ccccc1CN1C(=O)C2(OCCCO2)c2ccccc21 | x | -2 | 10 | -20 | -2 | 0 | x | x | 0
N#Cc1c(N)sc2c1CCCCCC2 | 101 | x | -8 | x | x | x | 97 | 89 | x
O=C(Nc1cccc(C(F)(F)F)c1)c1cccnc1N1CCN(c2ccccc2)CC1 | 95 | 2 | 13 | 0 | 1 | 1 | 91 | 106 | -6
Cc1cc(C)c(NC(=S)N2CCC(N(C)CC3CCCO3)CC2)c(C)c1 (configuration not stated) | 100 | 16 | -8 | -1 | -18 | 5 | 103 | 107 | -4
O=C(CSc1nc2cccnc2n1Cc1ccccc1)N1CCc2ccccc21 | 70 | 14 | x | -11 | -11 | -8 | 104 | 101 | -9
COc1cccc(NC(=O)c2cnsn2)c1 | 91 | -8 | -2 | 9 | 5 | 0 | 103 | 88 | -1
N#Cc1cc(Oc2ccccc2)c(-n2nnc3ccccc32)cc1C#N | 67 | -5 | x | -1 | 6 | -8 | 91 | 87 | -4
CCN(c1ccccc1)c1cc(C)nc2nc(C)nn12 | 72 | x | 8 | x | x | x | 105 | 97 | x

A portion of the library. The share of hits here may be higher or lower than overall.
